Screening data deposited in PubChem by Emory University Molecular Libraries Screening Center.
14-3-3 PPI: 14-3-3 gamma protein interaction modulation | FP, 14-3-3gamma / TMR-pS259-Raf peptide binding | inhibition, % at 40 µM | 160,000 tested, 0.19% active | P61981; in the data active means inhibition above about 30%;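 further: 0% = protein plus tracer without compound and 100% = blank with tracer alone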
Target sequence (P61981 whole entry, looked up): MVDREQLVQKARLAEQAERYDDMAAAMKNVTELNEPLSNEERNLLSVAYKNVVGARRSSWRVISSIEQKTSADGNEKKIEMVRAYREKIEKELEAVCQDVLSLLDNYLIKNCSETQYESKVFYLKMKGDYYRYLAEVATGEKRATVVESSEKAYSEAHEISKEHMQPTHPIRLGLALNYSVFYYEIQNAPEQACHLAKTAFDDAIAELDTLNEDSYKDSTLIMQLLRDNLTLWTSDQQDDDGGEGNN
Starred values were filed as active, the others as inactive; & = joins results of further samples. Only part of the results is shown. The share of hits here may be higher or lower than overall.

SMILES	14-3-3 PPI
COc1ccc(/C=N/n2cc(-c3ccc(OC)cc3)nc2N)cc1	-7
O=C(c1cccs1)N1CC(=O)N(CCc2ccccc2)C(=O)C1	-33
O=C(Nc1nc2c(s1)CCCC2)c1ccc2ncsc2c1	-6
CCOC(=O)c1sc2nc(CC(=O)OC)nc(Nc3ccccc3F)c2c1C	6
CC(C)OC(=O)CN1CCCN(S(=O)(=O)c2ccc(F)cc2)CC1	-8
COc1ccc(NC(=O)c2cn(-c3ccccc3)nc2-c2ccc(OC)c(OC)c2)cc1	-2
CC1(C)CC2(CC(C)(C)NC(=O)N2)NC(=O)N1	-3
O=c1c2ccccc2nc(SCc2ccccc2Cl)n1CCN1CCOCC1	0
O=C(CSc1nc2ccccc2[nH]1)c1ccc2c(c1)Cc1ccccc1-2	12
Cc1ccc(CC(=O)Nc2ccc3nc(N4CCOCC4)cc(C)c3c2)cc1	0

Seven compounds out of the list above, ordered by the number in 14-3-3 PPI, largest number first.
SMILES	14-3-3 PPI
O=C(CSc1nc2ccccc2[nH]1)c1ccc2c(c1)Cc1ccccc1-2	12
CCOC(=O)c1sc2nc(CC(=O)OC)nc(Nc3ccccc3F)c2c1C	6
O=c1c2ccccc2nc(SCc2ccccc2Cl)n1CCN1CCOCC1	0
O=C(Nc1nc2c(s1)CCCC2)c1ccc2ncsc2c1	-6
COc1ccc(/C=N/n2cc(-c3ccc(OC)cc3)nc2N)cc1	-7
CC(C)OC(=O)CN1CCCN(S(=O)(=O)c2ccc(F)cc2)CC1	-8
O=C(c1cccs1)N1CC(=O)N(CCc2ccccc2)C(=O)C1	-33

(cont.)
SMILES	14-3-3 PPI
COc1ccc(C(C)=O)cc1CSc1nc(NC2CCCCC2)c2ccccc2n1	-5
O=C1CC(c2cccc([N+](=O)[O-])c2)Sc2nc(-c3ccc(F)cc3)nn21 (configuration not stated)	-8
COC(=O)CC1Oc2ccccc2NC1=O (configuration not stated)	0
COc1cccc(-c2nnc(SCc3ccc(C#N)cc3)n2Cc2ccco2)c1	1
CCN1CCN(C(=O)c2sc3ncnc(N4CCc5ccccc5C4)c3c2C)CC1	-10
O=c1[nH]c2cc3c(cc2cc1CN(Cc1nnnn1CC1CCCO1)C1CCCCC1)OCO3 (configuration not stated)	1
COc1ccccc1N1CCN(C(=O)c2c(-c3ccccc3)noc2C)CC1	3
CCCN1CCN(C(=O)c2sc3ncnc(N(CC)CC)c3c2C)CC1	0
CN1CCN(C(=S)c2ccc(N(C)C)cc2)CC1	1
COc1ccc(S(=O)(=O)NCCc2ccccc2)cc1	9
CCCSc1nnc2c(n1)[nH]c1c(C)cccc12	4
O=C(CSc1ncccn1)NC(=O)NCc1ccccc1	-8
CC(C)OC(=O)CSc1nnc(-c2cnccn2)n1C	-6
Cc1nc(/N=C(/N)Nc2ccccc2)[nH]c(=O)c1C	-3
CCOC(=O)C(NC(C)=O)C(OC(C)=O)c1cccc(N(CCO)CCO)c1 (configuration not stated)	-7
CCOC(=O)c1cc2c(=O)n3ccccc3nc2n(C)c1=NC(=O)c1cccc2ccccc12	-21
CCC(Oc1ccccc1)C(=O)Nc1nnc(C)s1 (configuration not stated)	11
CC(C)(C)c1cc(=O)n2c(C#N)c(C#N)nc2[nH]1	-5
CCN(CC)CC1OCCc2ccccc21 (configuration not stated)	-3
NS(=O)(=O)c1ccc(NC2=NS(=O)(=O)c3ccccc32)cc1	2
CCc1ccc2oc(-c3ccc(NC(=O)c4ccccc4OC)cc3)nc2c1	-11
CC1(C)Cc2nc3sc4c(N(CCO)CCO)ncnc4c3cc2CO1	-3&-2
O=C(Nc1ccc(S(=O)(=O)NCc2ccccc2)cc1)Nc1ccc2c(c1)OCO2	-2
Oc1c(C(c2ccco2)N2CCOCC2)sc2ncnn12 (configuration not stated)	-4
Cc1ccccc1NC(=O)CC1SC(=Nc2ccccc2)NC1=O (configuration not stated)	-6
O=C(O)c1cc(NC(=O)c2ccc3c(c2)C(=O)N(C2CCCCC2)C3=O)cc(C(=O)O)c1	-11
Cc1ccccc1CS(=O)(=O)CCC(=O)NCc1cccs1	-1
Cc1ccc(C(C)(C)C)c(OCC(=O)Nc2ccc(C(=O)O)cc2)c1	3
O=C1CN(S(=O)(=O)c2ccc3nc(-c4ccccc4)[nH]c3c2)CC(=O)N1CCc1ccccc1	-10
Cc1ccc(-c2nc3ncccn3c2Nc2ccc(F)cc2)o1	10

Compounds listed so far that contain a cyano group (2):
SMILES	14-3-3 PPI
COc1cccc(-c2nnc(SCc3ccc(C#N)cc3)n2Cc2ccco2)c1	1
CC(C)(C)c1cc(=O)n2c(C#N)c(C#N)nc2[nH]1	-5

Following part:
SMILES	14-3-3 PPI
CC(=O)Nc1ccc(C(=O)CSc2nnc3scc(-c4ccccc4)n23)cc1	-1
CC1=C(C(=O)OCC2CCCO2)C(c2cccc(OCc3ccccc3)c2)C2=C(CC(C)(C)CC2=O)N1 (configuration not stated)	1
Cc1ccc2nc(N3CCN(C)CC3)c(C#N)cc2c1	-5
CCOC(=O)c1c(C)n(CCc2ccc(OC)c(OC)c2)c2ccc(OC)cc12	-8
O=C(CN1C(=O)CCC1=O)Nc1nc(-c2ccccn2)cs1	-2
O=C(CCn1c(=O)[nH]c2ccccc2c1=O)NCCSCc1ccccc1	1
O=C(CNS(=O)(=O)c1cccs1)NC1CCCc2ccccc21 (configuration not stated)	-7
Cn1c2ccc(Br)cc2c2nnc(SCC(=O)Nc3ccc(Br)cc3)nc21	-47
Cc1cc2nnc(SCC(=O)Nc3sc4c(c3C#N)CCC4)n2c2ccccc12	-10
O=C(C/C(=N/O)c1ccccc1O)C(F)F	-10
CCOc1ccc(C2CC(c3ccc(OC(F)F)cc3)n3nnnc3N2)cc1Cl (configuration not stated)	0
COc1ccc2cc3cc(C(=O)NCCN(C)Cc4ccccc4)oc3nc2c1	-72
COCC(=O)N(C)c1nnc(-c2cnc(C)cn2)s1	0
O=C(Cn1nc(-c2ccc(Cl)cc2)c2ccccc2c1=O)Nc1cccc(C(F)(F)F)c1	-4
Fc1ccccc1C1C=C(c2ccc(I)cc2)Nc2nnnn21 (configuration not stated)	-1
O=C(COC(=O)c1ccc2c(c1)C(=O)N(c1ccc([N+](=O)[O-])cc1Br)C2=O)c1ccccc1	1
CCC(=O)N1CCc2cc(S(=O)(=O)CCC(=O)NC3CCCC3)ccc21	19
CC1CCCCC1NC(=O)C1CCN(S(=O)(=O)c2ccc3c(c2)CCC(=O)N3)CC1 (configuration not stated)	-2
O=C(NCN1CCCCC1)c1cnccn1	1
CCOc1cc(-c2n[nH]c(=S)n2-c2ccc(F)cc2)cc(OCC)c1OCC	2

Gathered by group, the entries above with a nitro group on carbon
SMILES	14-3-3 PPI
O=C1CC(c2cccc([N+](=O)[O-])c2)Sc2nc(-c3ccc(F)cc3)nn21 (configuration not stated)	-8
O=C(COC(=O)c1ccc2c(c1)C(=O)N(c1ccc([N+](=O)[O-])cc1Br)C2=O)c1ccccc1	1

Continuation:
SMILES	14-3-3 PPI
COc1cc(Br)cc(CN2CCN(C=O)CC2)c1O	-2
COc1ccc(CNC(=O)c2ccc3c(=O)n(-c4cc(C(F)(F)F)ccc4Cl)c(=S)[nH]c3c2)cc1	-8
CC(C)c1ccc(Nc2c(-c3cccnc3)nc3ccc(Cl)cn23)cc1	0
S=C1N=C(N(c2ccccc2)c2ccccc2)CS1	-5
O=C(CN1C(=O)NC2(CCCC2)C1=O)Nc1nc(-c2ccc(F)cc2)cs1	0
CC(=O)c1cc(Cc2csc(C(C)=O)c2)cs1	0
O=C(c1ccccc1)N(Cc1ccccc1)c1ccccn1	-2&0
CCC1CCCCN1S(=O)(=O)c1ccc(C(=O)N=c2sc3cc(F)ccc3n2C)cc1 (configuration not stated)	-11
CN(C)c1cccc2c(S(=O)(=O)N3CCOCC3)cccc12	3&-4
O=C(O)c1cc2n(n1)C(C(F)(F)F)CC(c1ccco1)N2 (configuration not stated)	-5
CCOc1cccc(NC(=O)C2CC(=O)N(C)C(=Nc3cccc(F)c3)S2)c1 (configuration not stated)	0&0
COC(=O)c1ccc2c(=O)n(-c3ccccc3F)c(=S)[nH]c2c1	-13
Cn1c(=O)cc(SCC(=O)NCCCN2CCOCC2)c2ccc(Cl)cc21	-1
Cc1nn2c(C(F)(F)F)cc(-c3ccc(F)cc3)nc2c1-c1ccccc1	-10
CCCCS(=O)c1sc2nc(-c3cccs3)cc(-c3ccccc3)c2c1N (configuration not stated)	-42
COc1ccc(Cn2c(SCC(=O)Nc3cccc(OC)c3)nc3c(sc4ccc([N+](=O)[O-])cc43)c2=O)cc1	-10
O=[N+]([O-])c1cccc(S(=O)(=O)NCCSc2nc3ccccc3s2)c1	-3
Cn1c(C(=O)N2CCCC2)cc2c(=O)[nH]c3ccccc3c21	-7
O=C1NC(=O)C(Nc2ccc(Br)cc2)S1 (configuration not stated)	-6
CCOc1nc(-c2ccccc2)ccc1-c1noc(COc2ccccc2)n1	-25
O=c1/c(=C/c2ccccn2)sc2nc3ccccc3n12	-1
COc1ccc(/C(O)=C2\C(=O)C(=O)N(CCN3CCNCC3)C2c2ccccc2F)cc1 (configuration not stated)	-11
COc1ccc(C)cc1S(=O)(=O)Nc1cccc(Cl)c1	-3
Cc1nc(Cl)c([N+](=O)[O-])c(N2CCCC2)n1	-8
CSc1ccc(C2SCC(=O)N2c2ccc(Br)cc2)cc1 (configuration not stated)	14
CCC(c1nnnn1C1CCCC1)N1CCN(c2ccccc2F)CC1 (configuration not stated)	1
COc1ccc(Oc2nnc(-c3ccc(C)cc3)c3ccccc23)cc1	4
O=C(NCc1cccnc1)c1c[nH]c2cc3c(cc2c1=O)OCCO3	-5
Cc1cc(-c2nc(-c3ccc([N+](=O)[O-])cc3)no2)ccc1[N+](=O)[O-]	8
O=C(CCCCCN1C(=O)CCC1=O)Nc1ccc(Br)cc1F	4
CCN1CCN(C(c2ccccc2)c2sc3nc(C)nn3c2O)CC1 (configuration not stated)	-3
COc1cc2c(N3CCOCC3)cc(O)c(CC(=O)Nc3ccccc3)c2cc1OC	-2
COC(=O)Nc1ccc2c(c1)N(C(=O)CCN1CCOCC1)c1ccccc1S2	-8
CCOC(=O)c1cnc2ccc(OCC)cc2c1Nc1cccc(C(F)(F)F)c1	-14
O=C(O)c1c(Cl)c(Cl)c(Cl)c(Cl)c1C(=O)N1CCOCC1	-10
O=C(O)c1cc(C(=O)O)cc(N2C(=O)c3ccc(C(=O)O)cc3C2=O)c1	-3
O=C1C2C3CCC(C3)C2C(=O)N1Cc1cccs1 (configuration not stated)	0
COC(=O)CSc1nsc(SCC(=O)OC)n1	-1
CCCCSc1nccc(=O)[nH]1	-5
CC(=O)OCn1nnc2ccccc2c1=O	5
Nc1cc(=O)[nH]c(SCC(=O)Nc2cccnc2Cl)n1	-4
COc1ccc(-n2nc3ccc(NC(=O)c4cc5ccccc5cc4OC)cc3n2)cc1	-59
COc1cc([N+](=O)[O-])cc2c(CCN)c(C(=O)O)[nH]c12	-8
CCc1ccccc1NC(=O)c1nn2c(c1Cl)NC(c1ccc(C)cc1)CC2C(F)(F)F (configuration not stated)	3
CCOc1ccc(C=NC23CN4CN(CN(C4)C2)C3)cc1	-3
COc1cccc(OCC(O)CN2CCc3ccccc3C2)c1 (configuration not stated)	-8
O=C(NCCO)c1nc(NCCO)c2ccccc2n1	-9
O=[N+]([O-])c1cc(C2C=C(c3ccc(Cl)cc3)Nc3nc4ccccc4n32)ccc1Cl (configuration not stated)	-18
CC1Cc2ccccc2N1C(=O)C12CCC(C)(C(=O)C1)C2(C)C (configuration not stated)	-8
CCCCSc1nnc(-c2c[nH]c3ccccc23)n1C	-4
(listing goes on)
SMILES	14-3-3 PPI
CCCCN(CC)CCCNC(=O)CS(=O)(=O)Cc1nc(-c2cccc(OC)c2)oc1C	2
CCOc1cccc(C2NC(=O)NC(C)=C2C(=O)OC(C)C)c1 (configuration not stated)	-7
Cc1c(Cl)c(=O)[nH]c2nnc(C(F)(F)F)n12	1
Cn1c(N)c(C#N)c2c(c1=S)CSC(C)(C)C2	6
CC1=C(C(=O)OCC2CCCCC2)C(c2ccc(C)cc2)NC(=O)N1 (configuration not stated)	-6
COc1cc2c(cc1NC(=O)c1ccccc1Br)oc1ccccc12	-10
NC(=O)C1CCN(C(=O)CCCn2c(=O)[nH]c3cc(Cl)ccc3c2=O)CC1	3
Cc1ccc(C(=O)Nc2ccc(Cl)cn2)cc1	-9
N#Cc1c(-c2ccco2)cc(-c2ccccc2)nc1SCCN1C(=O)c2ccccc2C1=O	-41
Nc1nc(NC(=O)Cc2ccccc2)nn1-c1ccccc1	1
Cc1cc(NS(=O)(=O)c2ccc(NC(=O)c3cc4ccccc4c(=O)o3)cc2)nc(C)n1	-7
COC(=O)C1=C(C)NC(=S)N(C(C)=O)C1c1ccc(Cl)cc1 (configuration not stated)	8
CSc1nnc2c(n1)OC(c1cccc(O)c1)Nc1ccccc1-2 (configuration not stated)	-6
C=CCOC(=O)c1[nH]c2c(c1C)C(=O)CC(c1ccc(OC)cc1)C2 (configuration not stated)	-2
CCOCCCN(CCC#N)S(=O)(=O)c1ccc(S(=O)(=O)N2CCCC2)cc1	2
O=C(CCS(=O)(=O)c1ccc(Br)cc1)NC1CCCC1	-6
COc1cc2c(cc1OC)C(COc1ccccc1OC)N(C(=O)c1cc([N+](=O)[O-])ccc1Cl)CC2 (configuration not stated)	-51
CN(Cc1ccccc1)c1nc2c(c(=O)[nH]c(=O)n2C)n1CCOc1ccccc1	-9
CCOCCCNC(=O)c1c[nH]c2ccc(S(=O)(=O)N3CCc4ccccc43)cc2c1=O	-12
c1ccc(-c2oc3ncn4nc(-c5cccs5)nc4c3c2-c2ccccc2)cc1	5
COc1ccc(N2CCN(c3ccc(N4C(=O)C5C6C=CC(C6)C5C4=O)cc3[N+](=O)[O-])CC2)cc1 (configuration not stated)	6
Cc1cc2c(cc1C)NC(c1ccccc1)C1=C(CC(C)(C)CC1=O)N2 (configuration not stated)	3
COc1ccc(OC)c2[nH]c(=O)c(CCNC(=O)Cc3cccc(C)c3)cc12	-2
c1ccc2[nH]c(-c3ccnc4ccccc34)nc2c1	-20
